# Screening data from PubChem BioAssay.
# ERp5 block: inhibitors of ERp5-driven insulin aggregation, primary screen, biochemical, turbidity, absorbance 650 nm, single point; Protein disulfide-isomerase A6 (Homo sapiens), Q15084; 90 min; inhibition, % at 9.99 µM; hit rate 0.05% among 350,000; AID 651711, 2012;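 active means mean replicate inhibition above about 25%, with every replicate also reaching it, limit read from the data, passing the limit was not always enough; inconclusive means only one of those two criteria met; inactive means neither criterion met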
# Target sequence (Q15084 whole entry, looked up): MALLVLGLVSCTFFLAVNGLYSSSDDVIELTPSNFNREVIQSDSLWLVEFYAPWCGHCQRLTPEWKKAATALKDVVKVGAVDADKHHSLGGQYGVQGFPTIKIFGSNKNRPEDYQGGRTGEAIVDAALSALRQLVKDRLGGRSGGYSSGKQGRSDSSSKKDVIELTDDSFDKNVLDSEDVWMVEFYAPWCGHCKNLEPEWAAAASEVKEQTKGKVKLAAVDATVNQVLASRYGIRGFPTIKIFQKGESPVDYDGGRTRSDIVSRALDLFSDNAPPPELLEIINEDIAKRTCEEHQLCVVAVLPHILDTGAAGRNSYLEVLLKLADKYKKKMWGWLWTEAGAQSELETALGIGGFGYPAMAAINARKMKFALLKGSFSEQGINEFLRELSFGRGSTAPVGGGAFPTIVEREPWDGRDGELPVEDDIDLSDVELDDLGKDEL
# E-sel inducer: E-selectin induction in HUVECs, primary screen, imaging, HUVEC, immunofluorescence imaging, single point | P16581 | normalized: neutral wells 0, TNF-alpha wells 100 | activation, % at 7.58 µM | hit rate 0.37% among 260,000;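 active means mean E-selectin-positive cell signal at least 10% of the positive control, reached in at least 60% of replicates, without over 20% cell loss; inconclusive means no rule given, readout overlaps actives, possibly toxicity-flagged; inactive means the rest, including those meeting only one limit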;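 further: in these data hits start at about 27%; measured in HUVEC primary endothelial cells; signal is the percent of cells scored E-selectin positive by PE staining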
#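 assay system = HUVEC, human umbilical vein endothelial cells | input = 3,000 HUVEC seeded per well | medium = EGM-2 growth medium on 0.1% gelatin-coated wells | dosing = one compound dose added by pin transfer | signal = immunofluorescence imaging | read-out basis = % PE-positive cells | control set = TNF-alpha, DMSO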
# SIRT5 block: SIRT5 desuccinylase inhibitors, primary screen, biochemical, fluorescence imaging, single point, set 5; Purified SirT5, succinyl-peptide AMC, trypsin-coupled fluorescence; inhibition, % at 15 µM; hit rate 1.1% among 330,000; NAD-dependent protein deacylase sirtuin-5, mitochondrial (Homo sapiens), Q9NXA8; in the data active means inhibition above about 15%; inconclusive means no clear call, values can overlap the other calls
# Target sequence (Q9NXA8 whole entry, looked up): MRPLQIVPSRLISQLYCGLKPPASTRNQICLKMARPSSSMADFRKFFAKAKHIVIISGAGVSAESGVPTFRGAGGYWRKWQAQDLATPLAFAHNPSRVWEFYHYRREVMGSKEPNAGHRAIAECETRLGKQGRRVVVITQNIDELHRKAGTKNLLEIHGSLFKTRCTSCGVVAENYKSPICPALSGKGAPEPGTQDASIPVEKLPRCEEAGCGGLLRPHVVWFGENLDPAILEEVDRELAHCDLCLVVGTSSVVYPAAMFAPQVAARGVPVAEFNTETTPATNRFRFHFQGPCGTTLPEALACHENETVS
# S100A4 inh HTS: inhibitors of S100A4-myosin IIA peptide binding, primary screen, biochemical, fluorescence polarization, TAMRA-MyoIIA peptide. hit rate 0.14% among 360,000. Protein S100-A4 (Homo sapiens), P26447. AID 652163, 2013. inhibition, % at 10.7 µM;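 active means mean inhibition of at least 70% across replicates, with every replicate also reaching that level; inconclusive means mean inhibition reaches 70% but some replicates fall short; inactive means mean inhibition below 70%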
# Target sequence (P26447 whole entry, looked up): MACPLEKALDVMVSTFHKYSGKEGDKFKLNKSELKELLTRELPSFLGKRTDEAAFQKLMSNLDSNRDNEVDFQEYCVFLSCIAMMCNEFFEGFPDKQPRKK
#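 Material: S100A4 monomer protein | Medium: HEPES pH 7.2 with CaCl2, KCl, NaCl, DTT, Triton | Reagent: Labelled myosin peptide probe, 5 nM | Doses: One dose per compound | Times: 5 min incubation before reading | Benchmarks: Neutral control DMSO, positive control TFP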
# C2C12 statin: suppressors of statin myotoxicity in C2C12 myotubes, primary screen, cell-based, single point, plate reader | rescue of ATP level, % at 7.49 µM | C2C12 myotubes + simvastatin, ATP luminescence, 48 h; scaled: DMSO 0, geranylgeraniol control 100 | AID 602340, 2012 | hit rate 0.78% among 330,000;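 active means mean ATP rescue above about 67%, or every replicate alone reaching that limit, limit read from the data, passing the limit was not always enough; inconclusive means no clear call, values can overlap the other calls; inactive means mean under the limit and some replicate under it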;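 further: myotubes were challenged with 10 µM simvastatin during compound exposure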
# PglD DTNB: C. jejuni PglD acetyltransferase inhibitors, primary screen, biochemical, DTNB colorimetric, single point. UDP-N-acetylbacillosamine N-acetyltransferase PglD (Campylobacter jejuni). purified PglD enzyme, DTNB colorimetric CoA detection. inhibition, % at 12.5 µM. hit rate 0.098% among 360,000; in the data active means inhibition above about 16%, passing the limit was not always enough; inconclusive means no clear call, values can overlap the other calls; further: strong numbers were not always called active
# DENV2 CPE: inhibitors of DENV2 cytopathic effect, primary screen, cell-based, plate reader, single concentration. DENV2-infected cells, cytopathic effect rescue. CPE inhibition, % at 9.99 µM. hit rate 1.7% among 350,000; in the data active means CPE inhibition above about 20%, passing the limit was not always enough; inconclusive means no clear call, values can overlap the other calls; tested in BHK-21 cells;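 further: 0% = median of neutral control wells and 100% = median of positive control wells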
# * = called active by the depositor; ? = inconclusive; / = not tested or not shown; & = joins results of further samples.
SMILES,ERp5 block,E-sel inducer,SIRT5 block,S100A4 inh HTS,C2C12 statin,PglD DTNB,DENV2 CPE
Cc1ccc(C2=NS(=O)(=O)N(C)C(C(=O)NCc3ccco3)=C2)cc1,1,/,-1,5,-8,-2,0
C[C@@H]1CN([C@H](C)CO)C(=O)c2cc(C#CC3CCCC3)cnc2O[C@@H]1CN(C)C(=O)c1ccncc1,-3,2.9,4,-67,33,5,-1
COc1ccc2c(c1)CCCC(Br)C2=O (configuration not stated),1,0.0,2,-17,/,/,-8
O=C(N/N=C/c1ccc2c(c1)OCO2)c1cc(-c2ccco2)nc2ccccc12,4,/,-3,0,-3,-2,0
O=C(Cn1[nH]c(=O)c2ccccc2c1=O)OCC(=O)c1ccc(Br)cc1,10,-1.5,0,-3,13,-2,-4
OC[C@H]1O[C@@H](n2cnc3c(NC4CCCC4)nc(Cl)nc32)[C@H](O)[C@@H]1O,3,2.4,-2,0,4,2,-9
CN(C)C(=O)C[C@@H]1C=C[C@H](NC(=O)NC2CCCC2)[C@@H](CO)O1,-2,1.1,3,4,-5,1,1
Cc1cc(-n2c(C)cc(C(=O)COc3ccc([N+](=O)[O-])cc3)c2C)no1,8,/,-1,1,/,/,-5
Cc1ccc2[nH]cc(CCNC(=O)CN3C(=O)c4ccccc4C3=O)c2c1,-4,/,-1,-9,3,/,-6
Cc1cc(C)cc(NC(=O)CN2C(=O)NC(Cc3c[nH]c4ccccc34)C2=O)c1 (configuration not stated),-9,/,0,-1,1,-3,-2
CCCC#Cc1cnc2c(c1)C(=O)N([C@@H](C)CO)C[C@H](C)[C@@H](CN(C)S(C)(=O)=O)O2,-5,0.2,1,4,2,2,-6
Cc1cnc(N=Nc2ccccc2)[nH]1,-2,-0.4,-3,0,6,-7,6
COc1ccc(S(=O)(=O)N2C[C@H](O)COC[C@@H]3O[C@@H](CC(=O)NCCCN4CCOCC4)CC[C@H]32)cc1,11,0.2,-1,15,-12,0,6
C[C@@H]1CCCCO[C@@H](CN(C)CC2CCCCC2)[C@@H](C)CN([C@@H](C)CO)C(=O)c2cc(NS(C)(=O)=O)ccc2O1,0,0.1,4,3,-23,0,8
C[C@H](CO)N1C[C@H](C)[C@@H](CN(C)C(=O)CN2CCOCC2)Oc2ncc(C#C[C@@H](C)O)cc2C1=O,0,/,-5,-5,14,-5,-6
CS(=O)(=O)N1[C@H](C#N)[C@H](c2ccccc2-c2ccccc2)[C@H]1CO,2,0.0,/,4,/,/,-3
O=c1[nH]c(=O)n([C@H]2C[C@H](O)[C@@H](CO)O2)cc1C(F)(F)F,8,0.9,-1,-9&-2,12,-2,6
Nc1ccc(S(=O)(=O)Nc2ncccn2)cc1,3,1.2,6,-2,-2,6,-2
C[C@H](CO)N1C[C@H](C)[C@@H](CN(C)S(=O)(=O)c2ccccc2)Oc2c(cccc2N(C)C)C1=O,-5&3,-3.5&0.3,25*,10&-17,-20&-11,3&-6,?
COc1ccccc1CN1CC[C@@H]2[C@H]1c1cc(-c3ccc(C(=O)N(C)C)cc3)ccc1N[C@@H]2CO,-2,-0.5,1,14,-2,0,-19

# Another view of two compounds above:
O=c1[nH]c(=O)n([C@H]2C[C@H](O)[C@@H](CO)O2)cc1C(F)(F)F
  ERp5 block = 8; E-sel inducer = 0.9; SIRT5 block = -1; S100A4 inh HTS = -9&-2; C2C12 statin = 12; PglD DTNB = -2; DENV2 CPE = 6
Nc1ccc(S(=O)(=O)Nc2ncccn2)cc1
  ERp5 block = 3; E-sel inducer = 1.2; SIRT5 block = 6; S100A4 inh HTS = -2; C2C12 statin = -2; PglD DTNB = 6; DENV2 CPE = -2

# Further results follow.
SMILES,ERp5 block,E-sel inducer,SIRT5 block,S100A4 inh HTS,C2C12 statin,PglD DTNB,DENV2 CPE
O=C1CCCc2c1cnc1ncnn21,-5,0.4,-1,-1,/,/,/
COc1cccc(C#Cc2ccc([C@H]3[C@H](CO)N4C(=O)CN(C(C)=O)C[C@@H]34)cc2)c1,3,0.5,0,-3,/,/,13
COCC(=O)Nc1ccc2c(c1)[C@@H]1C[C@H](CC(=O)NCc3ccccc3F)O[C@@H](CO)[C@@H]1O2,2,-0.3,0,-49,1,1,-1
COc1ccc(NC(=O)Nc2ccc3c(c2)C(=O)N([C@@H](C)CO)C[C@@H](C)[C@H](CN(C)S(=O)(=O)c2c(C)noc2C)OCCCC[C@H](C)O3)cc1,/,-0.3,/,/,/,0,-10
COc1ccc(CN(C)C[C@H]2OCCCC[C@H](C)Oc3ccc(NC(=O)CCCN(C)C)cc3C(=O)N([C@H](C)CO)C[C@H]2C)cc1,8,0.0,-7,-24,-52,0,11
Cc1ccc(N2CC(C(=O)Nc3ccc4c(c3)OCCO4)CC2=O)cc1 (configuration not stated),-9,/,-4,-3,0,1,-8
C[C@H](NC(=O)c1nc[nH]c1C(=O)N[C@@H](CCCCNC(=O)OC(C)(C)C)C(=O)OC(C)(C)C)C(=O)OCc1ccccc1,5,/,2,1,0,-4,?
Cc1ccccc1CN1CCNC(=O)C1CC(=O)N(C)CCC1CCOCC1 (configuration not stated),3,/,-3,0,11,-6,-1
CO[C@@H]1CN(C)C(=O)c2cc(NS(=O)(=O)c3cccc(C)c3)ccc2OC[C@@H](C)N(C(=O)Cc2cccnc2)C[C@H]1C,4,-0.1,/,-2,0,0,-4
CCNC(=O)C[C@H]1CC[C@H]2[C@@H](COC[C@@H](O)CN2Cc2ccncc2)O1,1,0.1,-1,1,-6,-3,-9
CC(=O)N1c2ccc(S(=O)(=O)NCCC(=O)NCCc3cccc(C)c3)cc2CC1C (configuration not stated),-4,/,0,-9,-4,2,14
COc1ccc(-c2cc(=O)oc3cc(O)ccc23)cc1,-6,0.2,-4,-3,/,/,-1
Cc1cc(C)n(-c2nc(SCC(=O)O)c3c4c(sc3n2)COC(C)(C)C4)n1,-5,-0.1,-3,-8,/,/,2
N#CCCN(NC(=O)OCc1ccccc1)C(=O)OCc1ccccc1,-12,-0.6,-4,2,/,/,6
CC(=O)n1cc(/C=N/NC(N)=S)c2ccccc21,-1,-0.5,-4,3,/,/,2
CC/C=C/C(=O)N1CC2(CC(c3cccc(NC(=O)c4ccccc4)c3)=NO2)C[C@@H]1C(N)=O (some centres not stated),-3,-0.2,/,1,-7,-5,/
COc1ccccc1CCN1CCCC(CN(C)CC(C)(C)CO)C1 (configuration not stated),3,/,-3,-16,-3,-2,11
Cn1cnc2c(cnn2-c2ccccc2)c1=O,-2,0.0,-2,-4,-3,-8,4
O=C(N[C@@H](Cc1cccnc1)C(=O)N1CCC[C@H]1C(=O)NC1CCCC1)c1cccs1,-4,-0.3,-2,-8,/,/,-8
CCn1nnc2cc(C(=O)NCC(c3ccccc3OC)N(C)C)ccc21 (configuration not stated),-4,0.0,1,-22,2,-5,0
CON(C)C(=O)/C=C/c1ccc([B-](F)(F)F)cc1,-3,-0.1,-1,-1,-5,-3,-8
O=C(O)c1ccccc1SSc1ccccc1C(=O)O,-6,2.0,-3,3,-7,10,2
CCNC(=O)Nc1ccc2c(c1)C(=O)N(C)[C@@H]1CC[C@H](CC(=O)NCC3CC3)O[C@@H]1CO2,/,0.1,/,/,-5,1,?
O=C1c2cccnc2C(=O)N1Cc1ccc(S(=O)(=O)NCc2ccco2)s1,1,4.9,-4,-3,1,2,0
COCC(=O)Nc1ccc2c(c1)[C@H]1C[C@@H](CC(=O)NCc3cccnc3)O[C@H](CO)[C@H]1O2,-6,0.4,0,5,-6,0,-3
O=C(O)c1cc(S(=O)(=O)N(Cc2ccccc2)c2cccc(C(F)(F)F)c2)ccc1Cl,0,0.2,7,-3,15,-6,6
COC(=O)c1[nH]c2c(c1C)C(=O)CC(c1cccc(OC)c1)C2 (configuration not stated),6,0.2,1,10,-61,0,3
C=CC[C@H](CC(=O)NCCO)C(=O)NCCOC(=O)[C@@H](CC=C)Cc1ccc(F)cc1,2,0.1,/,0,-5,3,47*
C[C@H](CO)N1C[C@H](C)[C@@H](CN(C)S(=O)(=O)c2ccc(F)cc2)Oc2ccc(NC(=O)Nc3ccc4c(c3)OCO4)cc2CC1=O,-6,-14,9,-8,-130,/,6
COc1ccc(NC(=O)N(C)C[C@H]2OCCCC[C@@H](C)Oc3ccc(NC(=O)Nc4c(C)noc4C)cc3C(=O)N([C@@H](C)CO)C[C@H]2C)cc1,5,-0.4,1,-5,11,1,-5
COc1ccc(/C=C/c2c(-c3cccc(C)c3)oc3ccc(N4CCOCC4)cc23)cc1,2,0.0,/,-2,26,-3,14
CCCNC(=O)C1(C)CCN(Cc2ccc(OCc3ccccc3)cc2)C1 (configuration not stated),0,-0.4,-1,-6,0,0,4
O=C(Nc1ccccc1Cl)c1cc(C2CCCCN2C(=O)OCCF)on1 (configuration not stated),1,0.3,/,-1,8,4,-10
C[C@@H]1CN([C@@H](C)CO)C(=O)c2cc(NC(=O)Nc3ccc4c(c3)OCO4)ccc2O[C@@H](C)CCCCO[C@@H]1CN(C)S(=O)(=O)c1cn(C)cn1,-4,-0.1,-3,-16,/,-3,-5
CCCn1c(=O)c2[nH]cnc2n(-c2ccc(Cl)cc2)c1=O,3,0.0,1,0,1,/,3
O=C(N[C@@H]1C=C[C@@H](CC(=O)N2CCN(c3ccccc3)CC2)O[C@H]1CO)c1ccncc1,-3,-0.1,0,9,3,6,11
CN(C)CCCNC(CC(=O)Nc1cccc([N+](=O)[O-])c1)C(=O)O (configuration not stated),3,/,-3,1,/,-36,48*
C=CC[n+]1cccc(-c2cc3ccc(C)cc3[nH]2)c1,4,-1.8,2,-1,0,-1,0
COc1ccccc1NC(=O)N1CC[C@H]2[C@@H]1c1cc(-c3ccc(F)cc3)ccc1N(C)[C@H]2CO,-4,-0.3,10,-11,-26,3,0
O=C(O)c1ccc(CN2C[C@@H](CO)O[C@@H](n3cnc4c(N5CCOCC5)ncnc43)C2)cc1,-6,0.2,0,-6,-1,2,4
CCCCCC(=O)N1CC2(CC(c3cccc(NC(=O)COc4ccc(Cl)cc4)c3)=NO2)C[C@@H]1C(N)=O (some centres not stated),3,-0.2,/,2,12,6,1
CC1=C(C(=O)N(C)C)CC(CC(=O)NCCc2ccccn2)C(=O)N1CCCN1CCCC1=O (configuration not stated),-3,-0.1,2,0,15,1,-4
CCCCn1c(=O)[nH]c(=O)c2c1nc(-c1ccncc1)n2CCOC,1,/,-7,3,9,-5,/
Oc1ccc(Nc2nc(Cl)nc(NCc3ccco3)n2)cc1,-5,0.8,1,-9,/,/,-19
CCC(=O)NC[C@@H]1[C@@H](c2ccccc2)[C@@H](CO)N1C(=O)C1CCC1,-2,0.1,2,6,-16,-4,1
O=C(COc1ccc2c(c1)oc(=O)c1ccccc12)N[C@@H](Cc1ccccc1)C(=O)O,-9,/,-22,1,-7,-2,8
COc1ccc(S(=O)(=O)N[C@H]2CC[C@H](CCNC(=O)c3ccccc3F)O[C@@H]2CO)cc1,4&4,-0.2&3.0,4&-4,-25&-3,-16,-1,-5&-1
Cn1c(Cn2cnc([N+](=O)[O-])n2)nnc1SCC(=O)Nc1ccccc1,3,/,-7,2,11,4,19
O=C(Nc1ccc(-c2cnco2)cc1)c1ccccc1,/,/,-1,0,/,/,-2

# Not all compounds are listed, so the mix of outcomes need not match the whole.
